Compound activity: PubChem, The Scripps Research Institute Molecular Screening Center
PAFAH2 inh: PAFAH2 (human) inhibition; recombinant PAFAH2, FP-rhodamine activity probe, fluorescence polarization; 340,000 compounds, 0.99% hits; inhibition, % at 3.39 µM; Q99487; AID 492956;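 active = inhibition above the mean over all tested compounds plus 3 SD, cut at about 30% in these data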;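 also: inhibitors block probe labeling of enzyme so polarization drops; 0% = enzyme with DMSO and 100% = wells lacking PAFAH2 protein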
PME-1 inh: blocks human protein phosphatase methylesterase 1 | recombinant PME-1, FP-Rh probe fluorescence polarization | inhibition, % at 5.9 µM | 320,000 compounds, 0.53% hits;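 active = inhibition above the campaign mean of all compounds plus 3 SD, cut at about 26% in these data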;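 also: competitive labeling of PME-1 active site by serine hydrolase directed probe; 0% = PME-1 with DMSO and 100% = wells lacking PME-1 enzyme; inhibitors block probe labeling so polarization falls and inhibition rises; many of its hits are not listed in these tables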
PAD4 inh: blocks human protein arginine deiminase 4. Q9UM07. recombinant PAD4, RCA probe fluorescence polarization. inhibition, % at 6.36 µM. 330,000 compounds, 0.41% hits. AID 485272;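 active = percent inhibition above a cutoff equal to the mean of all tested compounds plus 3 SD, cut at about 15% in these data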;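 also: 0% = PAD4 with RCA probe and DMSO and 100% = probe without PAD4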
LYPLA2 counter: LYPLA2 (human) inhibition in PME1 counter-screen; inhibition, % at 5.9 µM; 320,000 compounds, 0.38% hits; O95372; AID 2177; recombinant LYPLA2, FP-Rh probe fluorescence polarization;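 active = inhibition above the screen-wide mean plus 3 SD, limit set per campaign, cut at about 26% in these data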;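 also: 0% = LYPLA2 with DMSO and 100% = wells lacking LYPLA2 enzyme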
Target sequence (O95372 whole entry, looked up): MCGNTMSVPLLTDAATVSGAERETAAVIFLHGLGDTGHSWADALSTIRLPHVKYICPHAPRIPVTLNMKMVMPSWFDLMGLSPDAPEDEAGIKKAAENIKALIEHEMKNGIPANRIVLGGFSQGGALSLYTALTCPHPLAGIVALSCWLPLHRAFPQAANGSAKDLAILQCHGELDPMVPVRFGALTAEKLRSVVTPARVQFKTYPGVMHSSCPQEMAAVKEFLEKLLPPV
PAFAH1B3 inh: PAFAH1B3 (human) inhibition. Q15102. recombinant PAFAH1B3, FP-rhodamine probe, fluorescence polarization. inhibition, % at 3.39 µM. 340,000 compounds, 0.28% hits;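 active = inhibition above the screen-wide average of all tested compounds plus 3 SD, cut at about 25% in these data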;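 also: 0% = enzyme with DMSO only and 100% = wells lacking PAFAH1B3 protein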
Target sequence (Q15102 whole entry, looked up): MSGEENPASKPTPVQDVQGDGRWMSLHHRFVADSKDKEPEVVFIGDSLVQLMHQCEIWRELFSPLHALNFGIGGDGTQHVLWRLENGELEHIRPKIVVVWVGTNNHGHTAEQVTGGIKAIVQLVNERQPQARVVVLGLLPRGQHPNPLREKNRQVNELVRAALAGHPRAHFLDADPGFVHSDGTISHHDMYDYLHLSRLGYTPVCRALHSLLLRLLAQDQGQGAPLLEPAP
GSTO1 counter: counter-screen for RBBP9 inhibitors: inhibitors of human GSTO1; P78417; recombinant GSTO1, activity-based probe fluorescence polarization; inhibition, % at 5.96 µM; 300,000 compounds, 1.1% hits; AID 1974;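 active = inhibition above the campaign mean inhibition plus 3 SD, cut at about 35% in these data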;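 also: 0% = GSTO1-1 with DMSO and 100% = wells lacking GSTO1-1 enzyme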
Target sequence (P78417 whole entry, looked up): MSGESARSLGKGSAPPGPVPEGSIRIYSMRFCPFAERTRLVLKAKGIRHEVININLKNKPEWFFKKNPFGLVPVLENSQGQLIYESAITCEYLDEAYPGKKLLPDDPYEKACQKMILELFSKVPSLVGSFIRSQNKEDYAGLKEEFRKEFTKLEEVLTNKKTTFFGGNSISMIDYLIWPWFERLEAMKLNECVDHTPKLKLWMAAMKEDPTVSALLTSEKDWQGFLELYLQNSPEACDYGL
pPAFAH FP inh: pPAFAH (human) enzyme inhibition. 330,000 compounds, 1.5% hits. inhibition, % at 3.39 µM. recombinant pPAFAH, FP-rhodamine probe fluorescence polarization. AID 463082. Q13093;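 active = inhibition above the mean inhibition across the screen plus 3 SD, cut at about 25% in these data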;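 also: inhibitors block binding of the rhodamine activity-based probe so polarization drops; 0% = enzyme with DMSO and 100% = wells lacking pPAFAH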
PAFAH1B2 inh: blocks human PAF acetylhydrolase 1b catalytic subunit 2; recombinant PAFAH1B2, FP-rhodamine activity probe, fluorescence polarization; inhibition, % at 3.39 µM; 340,000 compounds, 1.2% hits; AID 492953;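 active = inhibition above the mean of all tested compounds plus 3 SD, cut at about 24% in these data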;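 also: 0% = enzyme with DMSO and 100% = wells lacking PAFAH1B2; many of its hits are not listed in these tables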
Target sequence (P68402 whole entry, looked up): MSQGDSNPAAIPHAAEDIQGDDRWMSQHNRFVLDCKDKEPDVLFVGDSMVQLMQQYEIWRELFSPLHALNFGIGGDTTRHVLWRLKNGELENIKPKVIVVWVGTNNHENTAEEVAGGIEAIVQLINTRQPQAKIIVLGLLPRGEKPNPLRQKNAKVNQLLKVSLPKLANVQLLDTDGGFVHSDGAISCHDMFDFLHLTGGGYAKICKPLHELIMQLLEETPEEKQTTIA
LYPLA1 inh: LYPLA1 (human) inhibition in PME1 counter-screen; AID 2174; recombinant LYPLA1, FP-Rh probe fluorescence polarization; 320,000 compounds, 0.16% hits; inhibition, % at 5.9 µM;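 active = inhibition above the mean of all tested compounds plus 3 SD, set per campaign, cut at about 14% in these data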;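 also: inhibitors block serine hydrolase probe labeling of LYPLA1 so polarization falls; 0% = enzyme with DMSO and 100% = wells lacking LYPLA1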
* marks the source's active call; other numbers are inactive results; · = not tested or not shown. The list is partial; count on the stated rates, not on these rows.

Below each compound – PAFAH2 inh, PME-1 inh, PAD4 inh, LYPLA2 counter, PAFAH1B3 inh, GSTO1 counter, pPAFAH FP inh, PAFAH1B2 inh, LYPLA1 inh
1) CN1CCN(S(=O)(=O)c2ccc(NC(=O)Cc3ccc([N+](=O)[O-])cc3)cc2)CC1
  -4, 6, 0, 2, 11, 0, 1, 10, -5
2) COc1cc(C(=S)N2CCCC2)cc(Cl)c1O
  1, -2, -4, -4, 0, 0, 6, 9, 2
3) Cc1cc(O)c(C(C)C)cc1NC(=O)Nc1cccc2ccccc12
  4, 6, -2, 1, 3, -2, 3, 1, -3
4) CC(=O)SC1CC2=CC(=O)CCC2(C)C2CCC3(C)C(CCC34CCC(=O)O4)C12 (stereo not given)
  -1, -2, 3, 9, 4, -4, 0, 4, 3
5) CCCOc1ccc(C(=O)NC(=S)NNC(=O)c2c(-c3ccccc3)noc2C)cc1
  3, -3, 4, 3, 7, -62, 18, 7, -1
6) O=C(CN1CCc2ccccc2C1)Nc1cccc(S(=O)(=O)N2CCCC2)c1
  -3, 18, -1, 5, 6, -5, -2, 0, -2
7) O=C1CC(=O)Nc2cc(S(=O)(=O)N3CCOc4ccc(Cl)cc43)ccc2N1
  45*, -5, 3, -8, -2, -11, -2, 2, 1
8) CC(=O)c1ccc(NC(=O)C(C)N2CCN(C/C=C/c3ccccc3)CC2)cc1 (stereo not given)
  4, 4, -3, 5, -2, 4, 3, 7, 4
9) c1ccc(-c2noc(CN3CCN(C(c4ccccc4)c4ccccc4)CC3)n2)cc1
  -1, 0, 0, -1, 5, -2, -4, -3, -2
10) Cc1ccccc1SCC(=O)Nc1cc(S(=O)(=O)N2CCOCC2)ccc1N1CCOCC1
  2, 6, -3, 0, 3, 0, 6, 3, 2
11) CC(C)C(=O)Nc1nnc(NC(=S)Nc2ccccc2)s1
  4, 5, 2, 4, 8, 18, -3, 7, 2
12) Cc1cc(NC(=O)c2ccccc2Oc2ccccc2)no1
  5, -2, 0, -1, 6, 0, 3, 1, 0
13) C=C(C)CSc1nnc([C@@H]2CCCN2C(=O)OC(C)(C)C)o1
  12, 2, -4, -3, 1, 2, 6, -1, 1
14) Cc1c(C(=O)N2CCC(Cc3ccccc3)CC2)sc2ncnc(N3CCC(C)CC3)c12
  5, -5, -6, -2, 3, 6, 0, 1, -3
15) O=C(Nc1ccc(S(=O)(=O)N2CCCC2)cc1)N1c2ccccc2Sc2ccccc21
  -22, -19, 4, -32, -6, -17, 11, -10, -25
16) Cc1ccc(C(C(=O)NCc2ccco2)N(C(=O)CNC(=O)c2cccs2)c2c(C)cc(C)cc2C)cc1 (stereo not given)
  -3, 1, 2, 0, 6, -1, 3, -5, 2
17) Cc1ccc(-c2nn3c(C)nnc3c3ccccc23)cc1S(=O)(=O)NCc1ccccc1
  -3, 0, -2, 10, 7, 4, -1, 1, 2
18) CCC1(c2ccc(F)cc2)NC(=O)N(CC(=O)c2cc(C)n(C3CC3)c2C)C1=O (stereo not given)
  4, 4, -7, 4, 6, -1, 4, 14, 2
19) CCCOC(=O)/C(=C\C=C\c1ccco1)NC(=O)c1ccccc1
  1, -3, -7, -7, 4, -1, 23, -6, -1
20) CCCCn1c(N)c(N(CC(C)C)C(=O)c2cccc(S(=O)(=O)N3CC(C)OC(C)C3)c2)c(=O)[nH]c1=O (stereo not given)
  3, -5, 1, -3, 9, 6, 4, -2, 1
21) COc1cccc2c(=O)n(CC(=O)NC3CCCC3)ccc12
  8, 2, 5, 0, -1, 6, 2, -1, 2
22) CC(C)(C)OC(=O)N1CCC(c2c(C(=O)O)cnn2-c2ccccc2)CC1
  5, 3, -5, 3, 1, 3, 1, -5, 0
23) O=C(NC1CC2CCCC(C1)N2C(=O)Nc1ccccc1)c1ccncc1 (stereo not given)
  -8, 1, 0, 1, 4, -3, -3, 8, 4
24) Cc1ccc(OCC(=O)NNC(=O)c2cc3ccccc3o2)cc1C
  8, -6, -3, 6, -4, 3, 3, 5, 1
25) Cc1nn(Cc2ccccc2)c(C)c1CCC(=O)O
  -3, -4, -6, 7, 6, 2, 1, 0, 1
26) Cc1[nH]c(C)c(S(=O)(=O)NCc2ccc(OC(C)C)cc2)c1C(=O)N1CCCC1
  3, 11, -6, 10, 1, 2, 3, -2, 1
27) O=C(CCC1CCCN(C2C3CC4CC(C3)CC2C4)C1)NCc1ccc(F)c(F)c1 (stereo not given)
  3, 0, 0, 3, -7, -3, 7, -1, 3
28) O=C(COC(=O)C12CC3CC(CC(C3)C1)C2)NNC(=O)c1ccccc1
  3, ·, -2, ·, 6, ·, 1, 40*, ·
29) COc1cc(OC)cc(C(=O)NC(=S)N2CCCCCC2)c1
  7, 2, -4, -10, 9, -6, -3, 6, -7
30) O=C(O)C1CC=CCC1C(=O)Nc1cccnc1 (stereo not given)
  -4, 4, -8, -5, 7, 5, -9, -4, 2
31) CCCCCC(=O)Nc1ccc2oc(-c3cccnc3)nc2c1
  4, 10, 5, -2, 2, 2, -2, 2, -1
32) Cc1cccc(C(=O)NCC(=O)N2CCN(S(=O)(=O)c3ccc4c(c3)OCCO4)CC2)c1
  9, 5, -4, 4, 1, ·, 1, -1, 2
33) COP(=O)(OC)C(Nc1ccc(C)cc1)c1ccc([N+](=O)[O-])cc1 (stereo not given)
  -3, -1, -3, 1, 0, 12, 6, -2, 0
34) O=[N+]([O-])/C(=C\Nc1ccccc1Cl)S(=O)(=O)c1ccccc1
  -3, 5, 0, 12, 1, 3, 5, 2, 2
35) CC(C)COc1ccc2[nH]c3c(c2c1)CCCC3=O
  1, -1, -3, -5, 5, -1, 11, 2, 1
36) O=C(O)CCN1CCc2ccccc2C1c1ccncc1 (stereo not given)
  -2, 1, 2, 1, 3, 2, 3, 2, 1
37) CCOc1cc(C=O)cc(N=Nc2cccc([N+](=O)[O-])c2)c1O
  2, -13, -1, 0, 18, -27, 10, 10, -2
38) CCOC(=O)C1=C(c2ccccc2)N2CCS(=O)(=O)N=C2S1
  3, 3, 1, 2, 1, 10, 4, -6, 1
39) O=C(O)/C=C\c1ccccc1Oc1cccc(Cl)c1
  -3, -3, -5, 12, 5, 8, 0, 4, 0
40) COc1ccc(CCNC(=O)C2CC3Cn4c(nc5cc6ccccc6cc54)C3N2C)cc1 (stereo not given)
  -3, -4, -3, 2, -6, 9, 1, -2, 2
41) CN(C)/C=C(\C#N)C(=O)c1cccnc1Oc1ccc(F)cc1F
  -2, -1, 2, 1, 11, -2, 6, 4, 0
42) O=C(OCC(=O)N1CCCC1)c1ccc(NS(=O)(=O)c2cccs2)cc1O
  -3, -4, -7, 6, 6, -2, 5, 1, 3
43) O=C(COC(=O)C1CCC(N2C(=O)C3C4CCC(C4)C3C2=O)CC1)c1ccc(F)cc1 (stereo not given)
  12, -3, 2, 9, -5, -5, 6, 7, -1
44) O=C(Oc1ccc2ccc(=O)oc2c1)c1cccs1
  -8, 4, 5, 7, 11, 3, 0, 2, -1
45) COc1cc(OC)cc(-c2sc3ccc(OC)cc3c2-c2ccc(OCCN3CCCCC3)cc2)c1
  4, ·, -3, ·, 5, ·, -1, 0, ·
46) O=C(N/N=C/c1cccs1)C1COc2ccccc2O1 (stereo not given)
  4, 4, -3, 4, -6, 2, 1, 0, 4
47) CCOc1cc(NC(=S)NCc2ccco2)c(OCC)cc1NC(C)=O
  -1, -4, -2, -2, 4, 2, 5, 2, -3
48) CCOC(=O)C1(Cc2cccc(OC)c2)CCCN(C(=O)CSC)C1 (stereo not given)
  -2, -7, 2, -6, -1, 12, -7, -1, -2
49) CN(CC(=O)Nc1ccccc1)CC(=O)Nc1ccccc1Cl
  -7, 1, -4, -8, 3, 2, 5, 5, 1
50) CCCCNC(=O)/C(C#N)=C/c1ccc(F)cc1F
  -3, 2, 1, 2, 6, -1, 2, 3, 2
51) CCOC(=O)c1ccc(NS(=O)(=O)c2cc(C)ccc2OC)cc1
  11, -6, 1, -1, 8, 7, 0, 4, -8
52) O=C(/C=C/c1cccc2ccccc12)NCCC1=CCCCC1
  7, -3, -2, 1, 3, 3, 2, -2, -2
53) Cc1ccc(C(=O)N(CN2CCCC2=O)c2ccccc2)cc1C
  -3, 5, -6, -3, -1, 2, 3, 1, -3
54) O=C(N/N=C/c1ccco1)c1cnccn1
  4, 3, -5, 5, 3, 4, 4, 0, 0
55) O=S(=O)(c1ccccc1)N1CCN(c2ncccn2)CC1
  -4, 2, -3, 4, 2, 2, 0, 5, -2
56) O=c1oc(-c2ccccc2)cc(Cl)c1Cl
  -5, -7, 14, 6, 7, -32, -2, 0, -3
57) Cc1cccc(C(=O)NNc2ncnc3c2cnn3C)c1
  -2, -1, -3, -6, 0, -1, -2, 0, -1
58) O=C1CCCN1CCNC(=S)Nc1ccccc1
  9, 0, -6, 6, -3, 3, 1, 2, 1
59) CNC(=O)c1c(NC(=O)c2cc(-c3cc(C)c(C)cc3O)n[nH]2)sc2c1CCCC2
  ·, -5, 4, 1, ·, -1, 1, ·, -3
60) O=C(Cc1nnc(NC(=O)c2cccc([N+](=O)[O-])c2)s1)NCc1ccccc1
  1, 1, 1, 2, 8, -9, -3, 2, 2

Remaining list, next part.
Below each compound – PAFAH2 inh, PME-1 inh, PAD4 inh, LYPLA2 counter, PAFAH1B3 inh, GSTO1 counter, pPAFAH FP inh, PAFAH1B2 inh, LYPLA1 inh
61) Cc1cc(OC(C)C(=O)N2CCN(c3ccc(F)cc3)CC2)c2c(C)c(C)c(=O)oc2c1 (stereo not given)
  -5, 5, -3, 11, 5, 3, 1, 4, 1
62) COc1cc(C(=O)N2CCN(C(=O)C3COc4ccccc4O3)CC2)cc(OC)c1OC (stereo not given)
  6, -17, -3, 2, 13, 11, -3, 9, 0
63) CCCN(CCC)CCCNC(=O)c1cc2cc3ccc(OC)cc3nc2o1
  -8, -2, 1, -4, 10, 3, 1, 1, -3
64) CC1(NC(=O)CC(c2ccccc2)(c2ccccc2)c2ccccc2)CCN(CCCc2ccccc2)C1=O (stereo not given)
  10, -3, -3, -2, 7, ·, 5, 14, -2
65) Clc1cccc(CSc2nnc(-c3c[nH]c4ccccc34)o2)c1
  1, -19, -1, -22, 3, -3, 2, -4, -12
